Assay outcomes from PubChem BioAssay.
AmpC det inh: blocks E. coli AmpC beta-lactamase in presence of detergent; P00811; purified AmpC, nitrocefin hydrolysis with detergent; Potency, µM (highest dose often 28.7 µM), for inactives: at the top dose activity change, negative = inhibition; actives 0.09% (n = 71,000); AID 584; active = well fitted curve in the direction sought with a large enough effect
Target sequence (P00811 whole entry, looked up): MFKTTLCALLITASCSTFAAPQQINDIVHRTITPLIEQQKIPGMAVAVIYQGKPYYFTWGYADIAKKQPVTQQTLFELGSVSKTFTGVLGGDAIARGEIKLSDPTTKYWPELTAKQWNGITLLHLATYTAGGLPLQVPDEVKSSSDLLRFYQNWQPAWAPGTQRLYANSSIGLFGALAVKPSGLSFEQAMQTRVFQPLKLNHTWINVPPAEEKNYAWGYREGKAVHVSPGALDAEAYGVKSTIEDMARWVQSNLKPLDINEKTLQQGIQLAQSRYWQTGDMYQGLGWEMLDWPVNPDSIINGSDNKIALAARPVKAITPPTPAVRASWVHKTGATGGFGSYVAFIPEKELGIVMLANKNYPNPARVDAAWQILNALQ
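E. coli AmpC (5.3 nM) in 20 mM phosphate pH 7.0 with 0.01% Triton X-100, preincubated 15 min RT with compound; nitrocefin (2 uL of 800 uM stock) hydrolysis followed by 480 nm absorbance every 20 s over 4 min.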
Numbers without * were called inactive; [ ] = dose if it differs, or a comment. % is set by controls: 0 for no effect and ±100 for the full control effect; potency is the fitted concentration of half-maximal effect. An excerpt; the hit share may differ from the screen's.

SMILES	AmpC det inh
O=C(CN(CCc1ccccc1)C(=O)CNS(=O)(=O)c1ccccc1)NCC1CCCO1 (stereo unspecified)	0%
Cc1ccc(C#N)cc1	8%
NS(=O)(=O)c1ccc(NCc2c(F)cccc2Cl)cc1	-6%
CC1CN(C2CCCCC2)c2nc3c(c(=O)n(C)c(=O)n3C)n2C1 (stereo unspecified)	-1%
Cc1cc(N2C(=O)C3C4C=CC(C4)C3C2=O)ccc1Br (stereo unspecified)	8%
O=C(CNC(=O)c1cccs1)NC1=NCCS1	-3%
CN1C(=O)CC(N2CCN(C(c3ccccc3)c3ccccc3)CC2)C1=O (stereo unspecified)	-5%
CCOC(=O)N1CCN(Cc2nc3c(c(=O)n(C)c(=O)n3C)n2Cc2ccccc2C)CC1	-1%
Nc1cc(=O)[nH]c(=O)n1Cc1ccco1	0%
CCNS(=O)(=O)c1c(C)cc(N2CCCC2=O)cc1C	-2%
CCCCN(C)CCCNC(=O)c1cccc(N2CCCC2=O)c1	-1%
c1nc(N2CCOCC2)c2[nH]cnc2n1	16%
Cc1nnc(SCCn2c(N3CCN(Cc4ccccc4)CC3)nc3c2c(=O)[nH]c(=O)n3C)s1	6%
c1ccc(CCN2CCN(c3ncnc4c3cnn4-c3ccccc3)CC2)cc1	-6%
O=C1C[C@H](c2ccccc2)Oc2cc(O)cc(O)c21	0%
O=C(Nc1cc(C(F)(F)F)ccc1N1CCCCC1)c1ccco1	0%
COc1cc(-c2nc(S(=O)(=O)c3ccc(C)cc3)c(N3CCOCC3)o2)cc(OC)c1OC	-2%
CCOC(=O)CNC(=O)CSc1nnc(COc2ccc(Cl)cc2)n1CC	11%
CC1(C)NC(=O)N(CC(O)COc2ccccc2-c2ccccc2)C1=O (stereo unspecified)	2%
Cc1ccc(NC(=O)CC2C(=O)NC3CCCCC3N2C(=O)c2ccc(F)cc2)cc1C (stereo unspecified)	-1%
CS(=O)(=O)N1CCCC(C(=O)NCCN2CCC(Cc3ccccc3)CC2)C1 (stereo unspecified)	-2%
O=C(COC(=O)C1COc2ccccc2O1)NC(=O)NC1CCCC1 (stereo unspecified)	-5%
C=CCc1ccccc1OCC(O)CN1CCN(c2ccc(C)cc2)CC1 (stereo unspecified)	11%
OC(COC1CCCCC1)CN1CCN(c2ccccc2)CC1 (stereo unspecified)	-5%
CCOC(=O)C1=C(C)NC(c2ccccc2)=C(C(=O)OCc2ccc([N+](=O)[O-])cc2)[C@@H]1C#Cc1ccccc1	-2%
COc1ccc(NC(=O)CSc2nc(O)c(Cc3ccccc3)c(=O)[nH]2)cc1	0%
COc1ccc(NC(=O)N2CCCC(c3nc(-c4ccc(C(C)C)cc4)no3)C2)cc1 (stereo unspecified)	0%
COc1ccc2c(c1OC)C(=O)N(c1ccc3c(c1)CCC3)C2=O	-3%
CCOC(=O)c1c(C)oc2ccc(OC(=O)N3CCOCC3)cc12	-3%
O=C(Cn1cnc2c(cnn2-c2ccc(Cl)cc2)c1=O)NC1CCCCC1	13%
CC(C)(Oc1ccc(Cl)cc1)C(=O)N1CCN(c2ccccn2)CC1	-2%
Nc1ccc(N2C(=O)c3ccccc3C2=O)c(Cl)c1	1%
Cc1ccc(CC(NC(=O)c2ccccc2)C(=O)N2CCCC2C(=O)O)cc1 (stereo unspecified)	-4%
CCOc1ccc(N2C(=O)CC(NCCc3ccncc3)C2=O)cc1 (stereo unspecified)	13%
COC(=O)Cc1[nH]nc2c1C1(C(=O)N(Cc3ccc(Cl)cc3)c3ccccc31)C(C#N)=C(N)O2 (stereo unspecified)	-3%
COc1ccc(C2OC(=O)CC2C(=O)NC(C)C)cc1 (stereo unspecified)	-3%
O=C(c1ccc(F)cc1)c1cn[nH]c1-c1ccccc1O	-3%
C[C@@H]1CCCN(C[C@@H](O)CN2CCCc3ccccc32)C1	-1%[5.75 µM]
CC(C)Nc1nc(NC(C)C)nc(N(C)C(N)=O)n1	-1%
CCCc1n[nH]c2c1C(=O)CC(C)(C)C2	0%
O=C(NCc1ccc2c(c1)OCO2)c1cccc2c1C(=O)N(C1CCCCC1)C2	14%
O=C(c1ccc(-c2ccccc2)cc1)N1CCN(C(=O)c2ccco2)CC1	6%
c1ccc(CSCc2cn3ccsc3n2)cc1	11%
COc1ccc(NC(=O)CS(=O)CC(=O)Nc2cc(Cl)ccc2OC)cc1 (stereo unspecified)	-7%
Cc1ccc(N2CCN(c3ccc(C)cc3)C2c2ccccn2)cc1	3%
CC(OC(=O)c1cccs1)C(=O)NCc1ccco1 (stereo unspecified)	4%
CCc1c(C(=O)NC2CCCC2)csc1C	-1%
COc1ccc2sc(N3C(=O)C4CC=C(C)CC4C3=O)nc2c1 (stereo unspecified)	1%
N#Cc1cccc(-c2nnc(SCc3ccccc3C#N)o2)c1	-2%
COCC(C)NC(=O)C1CC(c2cccc(Br)c2)=NO1 (stereo unspecified)	-1%
c1cc(C2OCCN2CC2COC3(CCCC3)O2)ccn1 (stereo unspecified)	10%
COc1ccc(C(CC(=O)O)NC(C)=O)cc1OC (stereo unspecified)	-2%
O=C(CC1CCCCC1)NCc1ccccn1	-4%
Cc1occc1C(=O)NCc1ccccc1F	-5%
Cc1cc(C)c2cc(C#N)c(SCC(=O)NCC3CCCO3)nc2c1 (stereo unspecified)	-1%
N#Cc1ccc2ccn(CC(=O)NCc3ccccc3)c2c1	-2%
CCOC(=O)N1CCc2c(sc(NC(=O)c3ccc(S(=O)(=O)N4CCCC4)cc3)c2C#N)C1	11%
Cc1nc2c(C)cccn2c1/C(O)=C1\C(=O)C(=O)N(CCN2CCOCC2)C1c1ccncc1 (stereo unspecified)	-1%
O=C(c1c[nH]c2ccccc12)C(O)C(c1ccccc1)N1CCOCC1 (stereo unspecified)	-4%
CCOc1ccc2[nH]c(=O)c(CN(CCO)C(c3nnnn3C3CCCCC3)C(C)C)cc2c1 (stereo unspecified)	-3%

As entered above:
Cc1cc(N2C(=O)C3C4C=CC(C4)C3C2=O)ccc1Br (stereo unspecified) – AmpC det inh = 8%
COCC(C)NC(=O)C1CC(c2cccc(Br)c2)=NO1 (stereo unspecified) – AmpC det inh = -1%
C[C@@H]1CCCN(C[C@@H](O)CN2CCCc3ccccc32)C1 – AmpC det inh = -1%[5.75 µM]
O=C(c1c[nH]c2ccccc12)C(O)C(c1ccccc1)N1CCOCC1 (stereo unspecified) – AmpC det inh = -4%
CCOC(=O)c1c(C)oc2ccc(OC(=O)N3CCOCC3)cc12 – AmpC det inh = -3%
c1nc(N2CCOCC2)c2[nH]cnc2n1 – AmpC det inh = 16%

Four entries from above, field by field.
molecule: CC1(C)NC(=O)N(CC(O)COc2ccccc2-c2ccccc2)C1=O (stereo unspecified)
  AmpC det inh: 2%
molecule: Cc1ccc(NC(=O)CC2C(=O)NC3CCCCC3N2C(=O)c2ccc(F)cc2)cc1C (stereo unspecified)
  AmpC det inh: -1%
molecule: CS(=O)(=O)N1CCCC(C(=O)NCCN2CCC(Cc3ccccc3)CC2)C1 (stereo unspecified)
  AmpC det inh: -2%
molecule: O=C(COC(=O)C1COc2ccccc2O1)NC(=O)NC1CCCC1 (stereo unspecified)
  AmpC det inh: -5%

(listing goes on)
SMILES	AmpC det inh
CCOC(=O)c1[nH]c(C)c(C(=O)NC(C)(C)C)c1C	-3%
CS(=O)(=O)N1CCN(c2ccccc2F)CC1	-10%
COc1ccc(NS(=O)(=O)c2ccc(Oc3ncccn3)cc2)cc1	-3%
CC(=O)N1CCCc2cc(S(=O)(=O)N3CCc4ccccc4C3)ccc21	2%
Cc1ccc(-c2nc(CS(=O)(=O)CC(=O)N3CC(C)CC(C)C3)c(C)o2)cc1 (stereo unspecified)	0%
NC(=NCc1ccc(Cl)cc1)SCCCc1cnc[nH]1	-3%
Cc1cc(C)c2c(=O)c3c(oc2c1)C(=O)N(CCO)C3c1cccc(O)c1 (stereo unspecified)	0%
COCCOC(=O)c1[nH]c2c(c1C)C(=O)CC(c1cc(OC)ccc1OC)C2 (stereo unspecified)	13%
CN1CCN(C(=O)c2ccc(S(=O)(=O)c3ccc(Br)cc3)cc2)CC1	0%
O=C(O)CNC(=O)[C@H]1NC(C(F)(F)F)(C(F)(F)F)OC1(C(F)(F)F)C(F)(F)F	-3%[5.75 µM]
CCOC(=O)c1[nH]c(C)c(/C(O)=C2\C(=O)C(=O)N(CCCn3ccnc3)C2c2ccncc2)c1C (stereo unspecified)	-3%
CCCCOc1ccc(S(=O)(=O)N2CCCCCC2)cc1	6%

Two compounds picked at random from those above, as already listed:
SMILES	AmpC det inh
CS(=O)(=O)N1CCN(c2ccccc2F)CC1	-10%
COc1ccc(NS(=O)(=O)c2ccc(Oc3ncccn3)cc2)cc1	-3%

More compounds follow:
SMILES	AmpC det inh
COCCN(CCOC)Cc1c(O)ccc2c3c(c(=O)oc12)CCC3	5%
Cc1nc2ccccn2c1/C(O)=C1\C(=O)C(=O)N(CCCn2ccnc2)C1c1ccncc1 (stereo unspecified)	-7%
Cc1nnc(NC(=O)c2ccccc2Br)s1	3%
CCOC(=O)c1sc(=S)n(-c2ccccc2OC)c1N	-5%
O=C(O)C1CC(=O)N(c2ccc(OCc3c(F)cccc3Cl)cc2)C1 (stereo unspecified)	-3%
FC(F)(F)c1ccccc1-c1nccc(N2CCNCC2)n1	8%
CC(C)(C)n1nnnc1C(c1cccs1)N1CCCc2ccccc21 (stereo unspecified)	0%
O=C1c2ccccc2C(Nc2ccc3c(c2)OCCO3)N1c1ccccn1 (stereo unspecified)	9%
CC(C)NC(=O)c1nc2ccccc2s1	0%
CSCC[C@H](NC(=O)NCc1ccccc1F)C(=O)O	-2%
OC[C@@H]1O[C@@H](n2cnc3c(NC4CCCCC4)ncnc32)[C@@H](O)[C@H]1O	-4%
CC(C)C[C@H](NC(=O)NCc1ccccc1Cl)C(=O)O	-5%

The list goes on; the last 3 above are carried over.
SMILES	AmpC det inh
CSCC[C@H](NC(=O)NCc1ccccc1F)C(=O)O	-2%
OC[C@@H]1O[C@@H](n2cnc3c(NC4CCCCC4)ncnc32)[C@@H](O)[C@H]1O	-4%
CC(C)C[C@H](NC(=O)NCc1ccccc1Cl)C(=O)O	-5%
CCOC(=O)c1[nH]c(C)c(/C(O)=C2\C(=O)C(=O)N(CCN(C)C)C2c2ccc(C)o2)c1C (stereo unspecified)	-1%
CCOC(=O)C1=C(N)Oc2cc(C)oc(=O)c2C1c1cccnc1 (stereo unspecified)	13%
COc1cc(S(=O)(=O)N(Cc2ccc(C)cc2)C2CCCCC2)ccc1-n1cnnn1	3%
CCOCCCNC(=O)c1ccccc1SC	-4%
CCOc1ccc(CCNC(=O)CN2CCN(Cc3ccccc3C)C2=O)cc1OCC	-3%
Fc1ccc(CSc2ncnc3nc[nH]c23)cc1	8%
Cc1c(O)cccc1C(=O)N[C@@H](CSc1ccccc1)[C@H](O)CN1C[C@H]2CCCC[C@H]2C[C@H]1C(=O)NC(C)(C)C	16%
CCN1CCN(C(c2cccs2)C(C)NC(=O)CC(C)C)CC1 (stereo unspecified)	8%
Cc1ccc(OCCNC(=O)c2ccccc2N)cc1	12%
COc1ccc2[nH]c(=O)c(CN(CCO)C(=O)c3ccccc3F)cc2c1	-4%
CCCCC(NC(C)=O)c1nc2ccccc2[nH]1 (stereo unspecified)	10%
Cn1c(N2CCC(C(N)=O)CC2)nc2c1c(=O)n(Cc1ccc(Cl)cc1)c(=O)n2C	-4%
COc1ccc(NC(=O)C(CC(C)C)NC(=O)c2ccccc2C)cn1 (stereo unspecified)	0%
COC(=O)CCCCCc1ccc(C(C)=O)s1	12%
COc1ccc(-c2cn[nH]c2N)c(OC)c1	13%
Cc1sc(C(=O)NCc2cccnc2)c2nc(C)n(CC(=O)NCc3cccnc3)c(=O)c12	9%
O=C(Nc1ccc(F)cc1F)c1cc2n(n1)C(C(F)(F)F)C1CCCCC1N2 (stereo unspecified)	-2%
O=S(=O)(c1ccc(Cl)s1)N1CCN(Cc2ccccc2)CC1	-4%
CN(C(=O)c1ccccn1)c1nnc(-c2ccccn2)s1	11%
c1ccc(-n2cccc2CNC2CCCCC2)cc1	11%
COc1ccc(Cn2c(=O)[nH]c3cc(C(=O)NCc4ccc5c(c4)OCO5)ccc3c2=O)cc1	-4%
O=C(NCC1CCCO1)c1cnn2c1NC(c1ccccc1)CC2C(F)(F)F (stereo unspecified)	-4%
O=S(=O)(c1ccc(-c2csc(-c3cccnc3)n2)cc1)N1CCCC1	-3%
O=S(=O)(c1ccc(F)c(F)c1)N1CCN(Cc2ccc3c(c2)OCO3)CC1	-3%
CC1(C)NC(=O)N(CC(O)CN(Cc2ccccc2)Cc2ccccc2)C1=O (stereo unspecified)	11%
CCn1c(=O)n(CC)c2cc(S(=O)(=O)N3CCc4ccccc43)ccc21	0%
O=C(CSc1nnc(-c2ccco2)n1Cc1ccccc1)OC1CCCCC1	-2%
CC(C)NC(=O)CSc1nc2ccccc2n1-c1ccccc1	-3%
O=C(NCCN1CCCC1)C1CCN(S(=O)(=O)N2CCC3(CC2)OCCO3)CC1	-4%
O=C(CN1CCCC1)N1CCCc2c1c(=O)oc1ccc(OCc3ccccc3)cc21	-1%
CCN1CCCC1CNC(=O)c1c(O)c2c([nH]c1=O)CCCC2 (stereo unspecified)	-5%
Cc1ccc(-c2nnc(CSc3nnc4c5c(C)c(C)sc5nc(C(C)C)n34)o2)cc1	-4%
O=P(O)(O)c1ccccc1OCc1ccccc1	-2%
CC(C)CCOC(=O)C1C2C=CC3(CN(Cc4cccs4)C(=O)C13)O2 (stereo unspecified)	9%
Cc1cccc(-c2nnc(SCC#N)n2-c2ccccc2)c1	-7%
O=C(Nc1nnc(C2CCCCC2)s1)c1cccs1	-2%
CCOc1ccc(NS(=O)(=O)c2ccc(NS(C)(=O)=O)cc2)cc1	2%
C=CC#N	3%
CSc1nc(-c2ccccc2)nc(N2CCN(C)CC2)c1C(C)=O	7%
COc1ccc(/C=C(\C#N)C(N)=O)cc1OC	-4%[5.75 µM]
